TDP1 cell CPT: qHTS for Inhibitors of human tyrosyl-DNA phosphodiesterase 1 (TDP1): qHTS in cells in presence of CPT; Potency, µM (series often up to 46.2 µM), for inactives: at the highest dose activity change, negative = growth inhibition, usual class: inhibitors; chicken DT40 Tdp1-/-;hTDP1 cells + 20 nM CPT, ATP luminescence, 48 h; hit rate 12% among 420,000; also: nearly all actives have a fitted effect of over 55% in size
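Cell growth measured by CellTiter-Glo luminescence after a minimum 48 h, 37 C compound exposure with 20 nM CPT in Tdp1-knockout DT40 cells stably expressing hTDP1, seeded 400/well; qHTS titration format.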
DT40 TDP1 no CPT: qHTS for Inhibitors of human tyrosyl-DNA phosphodiesterase 1 (TDP1): qHTS in cells in absence of CPT | AID 686978, 2013 | Potency, µM (series often up to 46.2 µM), for inactives: at the highest dose activity change, negative = growth inhibition, most hits filed as inhibitors | DT40 Tdp1-/- hTDP1 cells, no CPT, ATP luminescence, 48 h | hit rate 15% among 420,000; also: nearly all actives have a fitted effect of over 55% in size
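DT40 Tdp1-/-;hTDP1 cells, no CPT (DMSO vehicle only), 400 cells/well; compounds pin-transferred; ≥48 hr, 37 °C; CellTiter-Glo 30 min RT dark, luminescence read.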
KAT2A inh: qHTS Assay for Inhibitors of GCN5L2; hit rate 0.21% among 390,000; GCN5L2 HAT assay, ThioGlo1 CoA-SH fluorescence; Histone acetyltransferase KAT2A (Homo sapiens), Q92830; Potency, µM (top dose mostly 58.9 µM), for the others: at the top dose activity change, negative = inhibition, usual class: inhibitors; AID 504327, 2011
Target sequence (Q92830 whole entry, looked up): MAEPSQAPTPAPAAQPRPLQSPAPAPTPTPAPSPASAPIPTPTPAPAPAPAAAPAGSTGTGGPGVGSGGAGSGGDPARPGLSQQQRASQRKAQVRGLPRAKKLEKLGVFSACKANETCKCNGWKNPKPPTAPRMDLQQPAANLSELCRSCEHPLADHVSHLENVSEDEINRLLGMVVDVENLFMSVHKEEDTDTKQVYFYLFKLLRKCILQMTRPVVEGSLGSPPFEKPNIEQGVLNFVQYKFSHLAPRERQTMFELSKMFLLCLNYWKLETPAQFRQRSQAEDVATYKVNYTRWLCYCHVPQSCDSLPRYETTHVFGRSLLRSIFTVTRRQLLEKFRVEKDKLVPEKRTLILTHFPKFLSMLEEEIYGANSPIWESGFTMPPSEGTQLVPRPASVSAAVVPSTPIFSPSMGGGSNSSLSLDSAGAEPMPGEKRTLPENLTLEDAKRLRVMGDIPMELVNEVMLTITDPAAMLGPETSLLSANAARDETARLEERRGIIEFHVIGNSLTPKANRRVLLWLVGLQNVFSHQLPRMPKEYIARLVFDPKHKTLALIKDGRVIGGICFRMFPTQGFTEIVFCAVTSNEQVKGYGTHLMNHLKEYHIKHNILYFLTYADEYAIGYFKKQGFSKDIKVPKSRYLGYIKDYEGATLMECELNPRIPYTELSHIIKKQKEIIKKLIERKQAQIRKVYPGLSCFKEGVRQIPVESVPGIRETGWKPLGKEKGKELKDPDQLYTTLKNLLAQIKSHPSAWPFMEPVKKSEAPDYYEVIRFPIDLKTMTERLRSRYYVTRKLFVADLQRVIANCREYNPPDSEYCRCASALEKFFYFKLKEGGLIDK
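GCN5L2 (20 nM) in 50mM HEPES pH 7.5, 0.1mM EDTA, 0.01% Tween-20 preincubated 15 min with compounds at room temperature. Reaction started with H3(1-25) 75uM, acetyl-CoA 70uM, ThioGlo1 50uM; CoA-thiol fluorescence (Ex340/Em540) read at 0 and 20 min.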
Starred values were filed as active, the others as inactive; ? = inconclusive; nt = not tested or not shown; & = joins results of further samples; [ ] = remark or other dose. Calls follow the shape of the dose curve; as a rule, active = well fitted curve in the direction sought with a large enough effect; inconclusive = small, poorly fitted or top-dose-only effect, or another doubt; inactive = no such curve, though single readings can be large; an effect the other way counts as inactive or inconclusive. % is scaled to controls: 0 for no effect and ±100 for the full control effect; potency is read from the fitted curve at half-maximal effect.

SMILES | TDP1 cell CPT | DT40 TDP1 no CPT | KAT2A inh
Cn1c(=O)c2c(ncn2CC(=O)N2CCN(c3ccc([N+](=O)[O-])cc3)CC2)n(C)c1=O | 5% | ? | -4%
COc1ccc(/C=N/NC(=O)CN2CCS(=O)(=O)CC2)cc1 | -9% | -20% | -8%
Cc1ccc(C(=O)NC(=S)Nc2ccc3[nH]c(=O)[nH]c3c2)cc1 | 1% | 5% | -5%
CCOc1ccccc1N(CC(=O)Nc1ccc(OC)c(OC)c1)S(=O)(=O)c1ccccc1 | ? | ? | -14%
COC(=O)CC(CP(=O)(O)CN(C)C=O)C(=O)OC (stereo unspecified) | -3% | -10% | -5%
Nn1cnc2sc3c(c2c1=O)CCC3 | -12% | -9% | 1%
O=[N+]([O-])c1ccc(NCc2ccccc2)nc1 | -17% | -23% | -11%
Cn1cc(C=C2C(=O)CC(C)(C)CC2=O)c2ccccc21 | -23% | 5% | -3%
COc1ccc(/C=c2/sc3n(c2=O)NC2(c4ccccc4)N(C)C(=O)N(C)C2(c2ccccc2)N=3)cc1 (stereo unspecified) | ? | ? | -4%
COc1ccc(/C=C(\C#N)C(=O)N2COCC2(C)C)cc1 | -20% | -28% | -19%
O=C(c1ccc(-c2ccccc2)cc1)C1CCCN(Cc2ccncc2)C1 (stereo unspecified) | 16µM* | ? | -3%
Cc1ccc(S(=O)(=O)C2(C(=O)Nc3ccc(F)cc3)CC2)cc1 | 9% | -4% | -14%
COCCNC(=O)CSc1nc2nn(-c3ccccc3)c(=O)c-2c2n1CCCCC2 | ? | ? | 0%
CC(CCc1ccccc1)NC(=S)NC1CCCCC1 (stereo unspecified) | ? | ? | -5%
CC1(C(=O)Nc2ccc(Cl)cc2)Cc2c(-c3cccc(C(F)(F)F)c3)ccnc2O1 (stereo unspecified) | ? | 23µM* | nt
CCN1CCN(c2ccc(N3CCN(S(=O)(=O)c4cc([N+](=O)[O-])ccc4C)CC3)nn2)CC1 | ? | ? | ?
O=C1/C(=C/c2ccccc2)SC(=S)N1CC(=O)N1CCCCC1c1cccnc1 (stereo unspecified) | 15µM* | 16µM* | -19%
O=C(CCNC(=O)C1CCN(S(=O)(=O)c2ccc(F)cc2)CC1)Nc1nccs1 | 0% | 12% | -2%
CCOC(=O)c1ccccc1NC(=O)c1sc2ccccc2c1Cl | -22% | -23% | -4%
COc1ccccc1OCCNC(=O)CNC(=O)c1ccc2c(c1)OCO2 | -25% | -9% | -5%
COC(=O)Cc1cc(=O)[nH]c(/N=C(\N)Nc2ccc(C)cc2C)n1 | 2% | ? | -3%
Cc1c(C)c2c(C)nn(-c3ccccc3)c2[nH]c1=O | ? | -15% | -2%
C[C@@H]1CN([C@@H](C)CO)C(=O)CCCn2cc(nn2)CO[C@H]1CN(C)S(=O)(=O)c1cn(C)cn1 | -1% | -10% | nt
N#Cc1c2c(c(Cl)n3c1nc1ccccc13)CCCC2 | 0.71µM* | 0.89µM* | nt
CC(C)(C)NC(=O)/C(=C\c1ccco1)NC(=O)c1ccco1 | 3% | -18% | -7%
Cn1cc(CN2CCC(N3CCNC(=O)CC3)CC2)c(-c2ccccc2F)n1 | -2% | 11% | -6%
CCn1c(C)c(Br)c(=O)c(C(=O)OC)c1-c1ccc(Cl)cc1 | 6% | 6% | -12%
CCN(C(=O)Cn1c(=O)oc2cc(S(=O)(=O)N3CCCCC3)ccc21)c1ccccc1 | -6% | -28% | 0%
CC(C)c1onc(C(=O)NCc2ccccc2)c1[N+](=O)[O-] | 16µM* | 21µM* | -5%
O=C1COc2ccc(S(=O)(=O)N3CCC(C(=O)NCc4ccccc4)CC3)cc2N1 | -12% | 5% | -19%
C=CCSc1nc2ccccc2n1C(=O)/C=C/c1cc(OC)c(OC)c(OC)c1 | 2.3µM* | 2.1µM* | -21%
COc1ccc(OC)c(NC(=O)CCN2CCN(c3ccccc3F)CC2)c1 | 29µM* | 13µM* | -3%[0.501 µM]
CCOc1cc(NC(=O)c2ccco2)c(OCC)cc1NC(=O)c1ccco1 | -20% | 2.9µM* | 1%
COc1ccc(CNC(=O)CCC(=O)N2CCN(C(C)=O)CC2)cc1 | -3% | 1% | -4%
O=C(NC1C/C(=N/O)c2cc3c(cc21)OCO3)C(F)(F)F (stereo unspecified) | 0% | 4% | -11%
Cc1ccc2c(c1)N(C(=O)CCC(=O)NCc1cccnc1)CCO2 | -6% | -4% | ?
CN1C(=S)N(c2ccccc2)C(=O)/C1=C/c1ccco1 | ? | ? | 0%
Cc1nc2cc(-c3ccccc3)ccc2o1 | ? | ? | -1%
N#CC(c1ccccc1)C(CC(=O)c1ccccc1)c1ccccc1 (stereo unspecified) | ? | ? | nt
CCc1ccc2oc(-c3ccc(NC(=O)c4cc5ccccc5o4)cc3)nc2c1 | -21% | ? | 6%

Two successive entries from above:
SMILES | TDP1 cell CPT | DT40 TDP1 no CPT | KAT2A inh
Cc1ccc2c(c1)N(C(=O)CCC(=O)NCc1cccnc1)CCO2 | -6% | -4% | ?
CN1C(=S)N(c2ccccc2)C(=O)/C1=C/c1ccco1 | ? | ? | 0%

Other compounds:
SMILES | TDP1 cell CPT | DT40 TDP1 no CPT | KAT2A inh
Cc1cc(C)c2c(C)c(C(=O)NCc3ccc(S(N)(=O)=O)cc3)oc2c1 | -18% | -23% | 22%
Cc1cc(NC(=O)COC(=O)c2ccc(Cl)cc2)no1 | -5% | -5% | nt
O=C(Cc1ccccc1)NC1c2ccccc2-c2ccccc21 | 5% | -19% | -22%
COC(=O)/C(=N/Nc1ccccc1)N1CCCc2ccccc21 | ? | ? | -3%
O=C(NC1CCCC1)c1cc2nc(-c3ccco3)cc(C(F)(F)F)n2n1 | ? | ? | -7%
COc1cc(/C=C/C(=O)OCC(=O)N(C)C2CCS(=O)(=O)C2)ccc1OC(F)F (stereo unspecified) | 1% | 2% | -12%
Cc1ccc(C(=O)NNC(=O)C2CCN(C(=O)OC(C)(C)C)CC2)cc1 | -3% | 21% | -4%
Cc1onc(-c2ccccc2)c1NC(=O)OC(C)c1cccnc1 (stereo unspecified) | -13% | ? | nt
CCCNC(=O)COC(=O)c1ccccc1OCc1ccc(Cl)cc1 | -9% | ? | -9%
Cc1cc(-c2cc(C)c(N)cc2C)c(C)cc1N | ? | ? | nt
O=Cc1cn(CC(=O)N2CCc3ccccc32)c2ccccc12 | -25% | ? | -5%
CCOc1ccc(N2Cc3ccccc3C2)cc1 | -20% | ? | -6%
Cc1ccccc1NC(=O)c1c(C)oc2ccc(O)c(CN3CCCCCC3)c12 | 23µM* | 21µM* | 1%
O=C(c1ccc(-c2nc3ccccc3s2)o1)N1CCN(c2ccccc2O)CC1 | 23µM* | 21µM* | -10%
CCN(c1ccc(Cl)cc1)S(=O)(=O)c1nnc(NC(=O)c2ccccc2C)s1 | 16µM* | 15µM* | -7%
COc1cccc(-c2nc(-c3cccs3)no2)c1 | 4% | 1% | 35%[activator]
COc1ccccc1CNC(=O)CSc1nnc(C)c2c(C)n(-c3ccccc3)nc12 | 21µM* | 23µM* | -9%
COc1ccc(/C(C)=N/NC(=O)c2nnn(-c3nonc3N)c2-c2ccccc2)cc1 | ? | ? | -29%
Cc1ccc(C(c2nnnn2C(C)(C)C)N2CCN(C3CCCC3)CC2)cc1 (stereo unspecified) | -25% | ? | -16%
O=C(Nc1cccnc1)c1cccc([N+](=O)[O-])c1 | 8% | 5% | -3%
COc1ccc(OC)c(CCNC(=O)C(C)n2c(C)c3cnn(-c4ccccc4)c(=O)c3c2C)c1 (stereo unspecified) | 21µM* | ? | -8%
C=CCn1cnc2c(NCc3ccccc3)ncnc21 | -24% | ? | -1%
Cc1ccc(C(=O)N2CCN(c3ncccn3)CC2)o1 | 5% | -3% | -9%
COc1ccc2c(C=O)c[nH]c2c1 | 10% | -26% | 3%
Cc1ccc(NC(=O)C2=C(O)c3sccc3N(C)S2(=O)=O)cc1 | ? | 21µM* | ?
Nc1ncc2c(n1)CC(c1ccco1)CC2=O (stereo unspecified) | 1% | -1% | 0%
COc1ccc(CNC(=O)CNC(=O)[C@@H]2Cc3ccccc3CN2)cc1 | -11% | -1% | -13%
CCCc1nnc(NC(=O)Cn2cnc3ccccc3c2=O)s1 | 3% | 3% | ?
CCOc1ccc(-c2nnn(CC(=O)N3CCCC(C)C3)n2)cc1 (stereo unspecified) | -25% | -3% | -3%
Cc1nc(N2CCc3ccccc3C2)[nH]c(=O)c1Cc1ccccc1 | -2% | -11% | ?
COc1ccc2cc(C(=O)N/N=C/c3sc4ccccc4c3O)ccc2c1 | 10µM* | 7.3µM* | -20%
COc1ccc(/C=C2\N=C3CCCCCN3C2=O)cc1 | 5% | -5% | -16%
C/C(=N\NC(=O)CNc1cccc2ccccc12)c1ccccc1 | ? | -2% | -12%
CCOC(=O)N1CCc2c(sc(NCc3ccc(N(C)C)cc3)c2C(=O)Nc2ccccc2OCC)C1 | ? | 8.2µM* | -5%
OC(c1ccc(Cl)c(Cl)c1)c1ncc(-c2ccc(Cl)cc2)[nH]1 (stereo unspecified) | ? | ? | nt
COc1ccc(C(C#N)=Cc2ccc(OC)c(OC)c2)cc1 | -29% | ? | nt
COc1ccc(-c2c(C(F)(F)F)nn(C)c2NC(=O)c2ccco2)cc1 | -3% | 0% | -11%
COCCCN1C(=O)C(=O)/C(=C(/O)c2ccc(S(=O)(=O)N3CCCCC3)cc2)C1c1ccc(F)cc1 (stereo unspecified) | 4% | 4% | -23%
O=C(NCCN1CCOCC1)C1CC(=O)N(c2ccc(F)c(Cl)c2)C1 (stereo unspecified) | -12% | -8% | -6%
CCOC(=O)c1oc2cccc(O)c2c1C | -5% | 1% | -6%
O=C(Nc1cnn(Cc2ccc(F)cc2)c1)c1cnn2c(C(F)F)cc(-c3ccccc3)nc12 | -29% | ? | 22%
Cc1nnc(SCC(=O)NC2CCCCC2)s1 | 4% | -10% | -3%
CCCCC1(Br)C(=O)N(c2ccccc2)N(c2ccccc2)C1=O | ? | 16µM* | -27%
CCCCc1nnc(NC(=O)Cc2ccc(S(=O)(=O)N3CCOCC3)s2)s1 | -5% | -7% | -14%
Cc1ccccc1NC(=O)CCC(=O)N/N=C/c1ccncc1 | -11% | 13% | -10%
Cc1cc(C)nc(-n2ncc3c2CCCC3=O)n1 | 2% | 5% | -2%
C#CCOCCOCCOCCNc1nc(N2CCN(C(=O)Cn3cc(CCO)nn3)CC2)nc(N2CCN(C(=O)[C@H]([C@@H](C)O)n3cc(CCCCN)nn3)CC2)n1 | -14% | -7% | 0%
Cc1csc(-c2cc(C(=O)NCc3ccc(F)cc3)n[nH]2)c1 | ? | ? | nt
O=C(Nc1ccc(Br)cc1)C1CCCN(C2=NS(=O)(=O)c3ccccc32)C1 (stereo unspecified) | ? | -12% | -8%
Fc1ccc(Cn2cccc2C2=NC(c3ccccc3)CO2)cc1 (stereo unspecified) | -25% | 4% | -9%

Ordered by SMILES length (highest first): 6 of the compounds above
SMILES | TDP1 cell CPT | DT40 TDP1 no CPT | KAT2A inh
C#CCOCCOCCOCCNc1nc(N2CCN(C(=O)Cn3cc(CCO)nn3)CC2)nc(N2CCN(C(=O)[C@H]([C@@H](C)O)n3cc(CCCCN)nn3)CC2)n1 | -14% | -7% | 0%
O=C(Nc1cnn(Cc2ccc(F)cc2)c1)c1cnn2c(C(F)F)cc(-c3ccccc3)nc12 | -29% | ? | 22%
O=C(Nc1ccc(Br)cc1)C1CCCN(C2=NS(=O)(=O)c3ccccc32)C1 (stereo unspecified) | ? | -12% | -8%
Cc1csc(-c2cc(C(=O)NCc3ccc(F)cc3)n[nH]2)c1 | ? | ? | nt
Cc1cc(C)nc(-n2ncc3c2CCCC3=O)n1 | 2% | 5% | -2%
Cc1nnc(SCC(=O)NC2CCCCC2)s1 | 4% | -10% | -3%

(continued)
SMILES | TDP1 cell CPT | DT40 TDP1 no CPT | KAT2A inh
Cc1ccccc1Nc1c([N+](=O)[O-])ccc2c1=NC1(CCCCC1)N=2 | ? | -18% | -6%
CCCc1cc(=O)[nH]c(SCC(=O)NCCC2=CCCCC2)n1 | -6% | 2% | -3%
COc1ccc(C(=O)/C=C/NCc2ccc(F)cc2)cc1OC | -3% | ? | -7%
N=c1nc(-c2ccccc2)ccn1O | 1% | 1% | 2%
O=C(NCCCN1CCN(c2ccccc2F)CC1)c1nnc(Cc2ccc(Cl)cc2Cl)o1 | 21µM* | 15µM* | -4%
CCC(CC)c1nnc(NC(=O)c2ccc3c(c2)OCO3)s1 | -29% | ? | -14%
O=C(Nc1ncc(Cc2cccc(Cl)c2)s1)c1cccs1 | ? | ? | -1%
O=S(=O)(/N=C(/Nc1ccc(Cl)c(S(=O)(=O)Nc2ccccc2Cl)c1)c1ccc(F)cc1)c1ccccc1 | 3%&-17% | -7%&-15% | -3%

A portion of the library; count on the stated rates, not on these rows.
